Sm TGR inh – qHTS Assay for the Inhibitors of Schistosoma Mansoni Peroxiredoxins. purified TGR, DTNB reduction, TNB absorbance 405 nm. Potency, µM (titrated, usually from 114 µM), for inactives: at the highest dose activity change, negative = inhibition, usual class: inhibitors. 3% of 360,000 active. AID 485364, 2010; further: potency means the concentration at half of the fitted maximal effect; nearly all actives have a fitted effect of over 60% in size
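First, TGR (20 nM dispensed) and NADPH were mixed with compound. Second, a 15 min room-temperature incubation followed. Third, further NADPH and then DTNB were added to start the reaction. Finally, TNB absorbance was monitored kinetically.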
AmpC no deterg – qHTS Inhibitors of AmpC Beta-Lactamase (assay without detergent) | AmpC nitrocefin hydrolysis, absorbance 480 nm, 0.0001% Triton | 0.52% of 330,000 active | Potency, µM (doses to about 57.1 µM), for the others: at the highest dose activity change, negative = inhibition, actives largely listed as inhibitors | AID 485341, 2010 | P00811;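 further: potency means the concentration at half of the fitted maximal effect; plate controls were no compound for no effect and no enzyme for full effect; nearly all actives have a fitted effect of over 20% in size; some results filed as inactive show a strong effect at the top dose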
Target sequence (P00811 whole entry, looked up): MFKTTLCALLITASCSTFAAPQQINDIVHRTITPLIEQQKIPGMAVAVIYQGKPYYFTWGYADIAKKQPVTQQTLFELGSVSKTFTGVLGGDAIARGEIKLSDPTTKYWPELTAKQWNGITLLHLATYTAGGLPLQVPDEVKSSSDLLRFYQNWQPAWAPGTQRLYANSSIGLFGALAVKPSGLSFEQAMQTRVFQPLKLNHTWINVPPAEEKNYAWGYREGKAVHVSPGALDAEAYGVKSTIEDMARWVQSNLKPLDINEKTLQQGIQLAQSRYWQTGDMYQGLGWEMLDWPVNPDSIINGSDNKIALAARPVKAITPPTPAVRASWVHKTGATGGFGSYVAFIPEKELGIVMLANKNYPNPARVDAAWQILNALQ
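20 mM phosphate pH 7.0 + 0.01% (detergent screen) or 0.0001% Triton X-100; 5.3 nM AmpC reagent; cpd preinc 15 min RT; nitrocefin (800 uM stock) to start; A480 q20 s × 4 min; Activity was normalised to no-enzyme and no-compound control wells.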
AMA1-RON2 inh – qHTS for Inhibitors of AMA1-RON; Towards Development of Antimalarial Drug Lead: Primary Screen. Plasmodium falciparum AMA1 (3D7) - RON2 peptide interaction. 0.2% of 360,000 active. AID 720542, 2013. Potency, µM (doses to about 58.2 µM), inactives show at the top dose activity change, negative = inhibition, usual class: inhibitors. AlphaScreen AMA1-biotinylated RON2 peptide binding;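 further: potency means the concentration at half of the fitted maximal effect; 0% = vehicle wells and -100% = peptide control; nearly all actives have a fitted effect of over 45% in size; some results filed as inactive show a strong effect at the top dose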
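AMA1 (3D7) with his tag at 25 nM final met compounds first, then biotinylated RON2 peptide at 25 nM; detection used donor plus acceptor beads, 10 µg/mL apiece, read by AlphaScreen after 30 min at room temperature.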
TbPYK inhibitor – qHTS of Trypanosoma Brucei Inhibitors; pyruvate kinase (Trypanosoma brucei), Q57TT1; TbPYK enzyme, Kinase-Glo Plus ATP luminescence, 45 min; Potency, µM (top dose mostly 76.8 µM), for the others: at the highest dose activity, negative = inhibition, usual class: inhibitors; 0.12% of 410,000 active; AID 624173, 2012; further: potency means the concentration at half of the fitted maximal effect; nearly all actives have a fitted effect of over 50% in size
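TbPYK + substrate in 50 mM TEA pH 7.2, 100 mM KCl, 10 mM MgCl2, 0.05% BSA, 0.01% Tween-20; cpd pinned; ADP 130 uM final; 45 min RT; Kinase-Glo Plus 10 min; luminescence endpoint.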
LmPK inh – qHTS Assay for Inhibitors of Leishmania Mexicana Pyruvate Kinase (LmPK) | 0.37% of 290,000 active | purified LmPK, Kinase-Glo ATP luminescence, 1 h | Potency, µM (titrated, usually from 57.5 µM), for the others: top-dose activity change, negative = inhibition, most hits filed as inhibitors | AID 1721, 2009; further: potency means the concentration at half of the fitted maximal effect
Target sequence (Q27686 whole entry, looked up): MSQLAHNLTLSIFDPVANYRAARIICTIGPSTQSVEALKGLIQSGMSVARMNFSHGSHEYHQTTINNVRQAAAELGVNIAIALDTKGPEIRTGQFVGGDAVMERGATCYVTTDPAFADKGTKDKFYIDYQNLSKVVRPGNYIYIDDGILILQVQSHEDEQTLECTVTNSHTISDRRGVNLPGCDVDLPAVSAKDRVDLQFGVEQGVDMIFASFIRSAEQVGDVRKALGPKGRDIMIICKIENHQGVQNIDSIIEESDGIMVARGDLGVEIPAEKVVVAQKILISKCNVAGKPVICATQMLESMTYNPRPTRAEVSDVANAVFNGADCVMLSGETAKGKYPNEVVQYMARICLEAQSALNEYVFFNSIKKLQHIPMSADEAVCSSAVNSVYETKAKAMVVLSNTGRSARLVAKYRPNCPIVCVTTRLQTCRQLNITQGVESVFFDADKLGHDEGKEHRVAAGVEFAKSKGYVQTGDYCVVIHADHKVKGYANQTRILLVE
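0.1 nM LmPK, 0.5 mM PEP, 0.1 mM ADP; 50 mM imidazole pH 7.2, 7 mM MgCl2, 50 mM KCl; 1 h RT. Kinase-Glo luminescence readout, normalized to no-enzyme (full inhibition) and uninhibited wells.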
HCMV antiviral – qHTS Assay for inhibitors of the human cytomegalovirus (HCMV); activity change, negative = inhibition, % at 57.5 µM; AID 1259415, 2018; HFF cells, HCMV-luciferase reporter, 72 h; active compounds read low; 4.5% of 410,000 active; in the data active means activity change below about -60%; inconclusive means no clear call, values can overlap the other calls; inactive means above about -39%
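Human foreskin fibroblasts infected with luciferase-reporter HCMV at MOI 1 PFU/cell, compounds at two doses. Luciferase measured 72 h post infection; normalized to buffer-only basal and Salinomycin (10uM) controls.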
AmpC inh detg – qHTS Inhibitors of AmpC Beta-Lactamase (assay with detergent). P00811. AmpC hydrolysis of nitrocefin, absorbance 480 nm, 0.01% Triton. Potency, µM (series often up to 114 µM), inactives show top-dose activity change, negative = inhibition, usual class: inhibitors. 0.041% of 370,000 active;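 further: potency means the concentration at half of the fitted maximal effect; 0% = no-compound wells and -100% = no-enzyme wells; nearly all actives have a fitted effect of over 25% in size; some results filed as inactive show a strong effect at the top dose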
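AmpC (5.3 nM in the dispensed reagent) in 20 mM phosphate pH 7.0 with 0.01% (detergent screen) or 0.0001% Triton X-100 was preincubated with compounds for 15 min at room temperature. Nitrocefin was then added from an 800 uM solution, and hydrolysis was followed at 480 nm.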
Starred values were filed as active, the others as inactive; ? = inconclusive; / = not tested or not shown; [ ] = remark or other dose. Unless noted, the call rests on the fitted dose curve; in most records, active means well fitted curve in the direction sought with a large enough effect; inconclusive means small, poorly fitted or top-dose-only effect, or another doubt; inactive means no such curve, though single readings can be large; an effect the other way counts as inactive or inconclusive. Unless noted, on the % scale 0 is the no-effect control and ±100 the full control effect.

SMILES	Sm TGR inh	AmpC no deterg	AMA1-RON2 inh	TbPYK inhibitor	LmPK inh	HCMV antiviral	AmpC inh detg
Cc1cccnc1NC(=O)CN1C(=O)c2ccccc2S1(=O)=O	2%	18%	25%	1%	/	3	?
COC(=O)C1=C(C)NC(=O)/C1=C\c1cc(C)n(-c2cc(C)cc(C)c2)c1C	?	52%	?	-19%	-3%	-31	-2%
CC(=O)c1cccc(NC(=O)N2CCCC2C(=O)NCCC(C)C)c1 (stereo not given)	4%	-4%	0%	2%	-2%	23	0%
CC1(C)NC(=O)N(CCOc2ccc([N+](=O)[O-])cc2)C1=O	-1%	-8%[2.29 µM]	-1%	6%	2%	-5	?
O=C(COc1cccc(Cl)c1)N1CCC(c2nc3ccccc3o2)CC1	5%	/	/	0%	/	61	7%
Cc1cc2ccccn2c1C(=O)c1ccccc1F	-2%	-28%	-28%	-1%	0%	9	6%
Cc1cc(Br)ccc1NC(=O)CN(C)C(=O)CCSc1ccc(F)cc1	-19%	21%	-5%	-5%	/	?	-25%
Cc1cc(=O)[nH]c(SCCc2ccccc2)n1	3%	-16%	6%	3%	-2%	-21	-19%
O=C1CCCN1CCCNC(=S)Nc1ccc(F)c(Cl)c1	/	-13%	-6%	-22%	3%	-22	-1%
Cc1cccc(C)c1Nc1sc(C(=O)c2ccccc2)c(N)c1S(=O)(=O)c1ccccc1	8%	/	/	-10%	/	-62*	-2%
COc1cc2cc(C(c3nnnn3C3CCCC3)N3CCCCC3)c(=O)[nH]c2cc1OC (stereo not given)	-32%	-15%	-27%	-1%	3%	13	8%
COc1ccc(/C=C/C(=O)Nc2cc(S(=O)(=O)N3CCOCC3)ccc2OC)cc1	/	86%[activator]	-10%	8%	/	13	/
Fc1ccc(-n2c(=S)[nH]c3cccnc32)cc1	4%	-6%	9%	?	-2%	24	?
CC1(c2nnnn2-c2ccc3c(c2)OCCO3)CCC(=O)N1CC1CCCCC1 (stereo not given)	/	/	-6%	4%	/	9	/
Cn1c(C(O)c2ccccc2F)nc(Cl)c1Cl (stereo not given)	4%	-14%	-4%	-1%	-4%	12	?
CC(=O)Nc1ccc(NC(=O)CSc2nc3nc(-c4cccs4)cc(C(F)(F)F)c3c(=O)[nH]2)cc1	-27%	-29%	4%	2%	6%	0	-2%
N#C/C(=C\c1ccc([N+](=O)[O-])cc1)c1ccccn1	4%	-15%	-17%	-4%	-15%	-75*	7%
CCOC(=O)c1cnn(-c2ccccc2)c1NC(=O)CN1CCOCC1	-20%	9%	27%	-1%	0%	-12	1%
CN(C)c1ccc(NC(=O)CSC2=Nc3ccccc3C3=NC(CCC(=O)NCc4cccs4)C(=O)N23)cc1 (stereo not given)	-2%	/	/	-2%	/	-17	?
Cc1nn(-c2ccc(F)cc2F)c(=O)c2noc(C)c12	14%	-19%	-9%	-18%	5%	62	-9%
Cc1c(O)ccc2c(CN(C)Cc3ccccc3)cc(=O)oc12	1%	-2%	-1%	1%	4%	-67*	7%
CN(C)S(=O)(=O)c1cc(NC(=O)COC(=O)Cc2ccc(Cl)cc2Cl)ccc1Cl	-1%	-30%	14%[11.6 µM]	0%	1%	-19	-8%
COc1ccccc1NC(=O)c1ccc2c(Cl)c3c(nc2c1)CCCC3	-2%	/	/	-5%	/	-9	7%
COC(=O)c1cccc(NC(=S)Nc2cccc(Cl)c2C)c1	-25%	-26%	70%[activator]	-7%	0%	-8	-10%
CCOC(=O)c1sc(NC(=O)C(C)Sc2nc(N)cc(=O)[nH]2)nc1C (stereo not given)	6%	-20%	-11%	-5%	2%	26	0%
(cont.)
SMILES	Sm TGR inh	AmpC no deterg	AMA1-RON2 inh	TbPYK inhibitor	LmPK inh	HCMV antiviral	AmpC inh detg
Nc1nc(SCC(=O)N2CCCCCC2)[nH]c(=O)c1NC(=O)c1ccco1	10%	-3%	28%	3%	3%	4	5%
Cc1ccc(Cl)cc1N1CCN(C(=O)c2ccc3nc(N4CCC(C)CC4)sc3c2)CC1	-4%	/	/	-12%	/	?	2%
CNc1ncnc2c1ncn2[C@@H]1O[C@H](CO)[C@@H](O)[C@H]1O	-3%	-8%	2%	-5%	/	-38	-1%
COc1cccc(C(=O)OCC(=O)NCCCc2ccccc2)c1	79µM*	-11%	6%	6%	3%	-25	?
C=C(C)Cn1c(SCC(=O)O)nnc1-c1ccc(C(C)(C)C)cc1	6%	-14%	1%	0%	0%	-19	0%
CC(CN1CCOCC1)OC(=O)c1ccccc1Br (stereo not given)	5%	-23%	-3%	-8%	4%	49	7%
CCCOc1ccc(CCc2n[nH]c(=S)n2Cc2ccccc2)cc1	3%	-36%	76%[activator]	?	?	-23	-9%
COCc1cc(C)nc(SCC(=O)Nc2nc(C)cs2)c1C#N	-11%	-14%	11%	-6%	0%	25	?
CC(C)(C)OC(=O)N[C@@H](Cc1ccccc1)C(=O)N[C@@H](CO)[C@H](O)[C@@H]1C[C@@H]1C(=O)N1CCCC1	-8%	-2%	-4%	1%	4%	-14	?
CCC(=O)Nc1sc(C(=O)Nc2ccccc2F)c(C)c1C(=O)OC	6%	-15%	-6%	9%	2%	73	-5%
CCOC(=O)c1c(CC(C)C)csc1NC(C)=O	6%	24%	9%	-2%	3%	-9	-9%
O=C(COC(=O)Cn1cnc2ccccc2c1=O)NCc1ccccc1	0%	-7%	0%	-1%	/	-16	-14%
CCOc1cc(/C=N/NC(=O)c2nnn(-c3nonc3N)c2C)ccc1OCc1cccc(F)c1	1%	-28%	2%	-3%	1%	-19	7%
C=CCn1c(SCc2ccc(Cl)cc2)nc2cc(C(=O)N3CCC(C(N)=O)CC3)ccc2c1=O	1%	-10%	-1%	-3%	2%	?	-10%
COc1ccccc1C1(CCNC(C)c2cccs2)CCOC(C(C)C)C1 (stereo not given)	-5%	23%	-20%	3%	3%	-16	-4%
CCOc1ccccc1NC(=O)C1C2C=CC(O2)C1C(=O)O (stereo not given)	20µM*	-29%	-7%	-10%	-1%	-14	?
CCc1nc2c(OCCn3cccc3)cccn2c1N(C=O)Cc1ccccc1	/	/	-7%	-7%	/	-28	/
O=C(CCC(=O)c1cccs1)NCc1cccc(Cl)c1	11%	-19%	5%	-2%	/	-13	-2%
COC(=O)C1N[C@@H]([C@@H](NC(=O)COc2ccccc2)C(=O)NC2CC2)SC1(C)C (stereo not given in full)	/	/	-2%	-7%	/	15	/
Cc1ccc(S(=O)(=O)NC(CC(N)=O)C(=O)O)cc1 (stereo not given)	3%	-8%	-2%	-1%	-6%	-39	-4%
COCCCN=CC1=C(O)CC(C)(C)CC1=O	-33%	-1%	-7%	0%	-4%	-11	-6%
COc1ccc(-c2cn3nc(N4CCC(C(=O)Nc5ccc(C)cc5)CC4)sc3n2)cc1	2%	/	/	-5%[15.4 µM]	/	0	18%
CCCOc1ccc(C(=O)C(CN2CCOCC2)c2ccccc2)cc1 (stereo not given)	-1%	107%[activator]	-1%	-2%	2%	-104*	6%
CC(Cl)C(=O)N1c2ccccc2CCc2ccccc21 (stereo not given)	-6%	0%	-3%	-7%	-7%	-30	?
CCOC(=O)c1c(NC(=O)CN2C(=O)CN(C)C2=O)sc(C)c1C	15%	73%[activator]	-2%	-7%	-5%[11.5 µM]	-19	3%
CS(=O)(=O)Nc1ccc(N2CCN(c3ccc(C(F)(F)F)cn3)CC2)nc1	0%	-10%	-14%	-13%	5%	?	10%
Cc1nn(-c2ccc(Cl)cc2Cl)c(C)c1C(=O)O	8%	-16%	2%	-8%	-1%	-1	-12%

Compounds from the list above containing an aryl thioether with sulfur outside any ring (8):
SMILES	Sm TGR inh	AmpC no deterg	AMA1-RON2 inh	TbPYK inhibitor	LmPK inh	HCMV antiviral	AmpC inh detg
Cc1cc(Br)ccc1NC(=O)CN(C)C(=O)CCSc1ccc(F)cc1	-19%	21%	-5%	-5%	/	?	-25%
Cc1cc(=O)[nH]c(SCCc2ccccc2)n1	3%	-16%	6%	3%	-2%	-21	-19%
CC(=O)Nc1ccc(NC(=O)CSc2nc3nc(-c4cccs4)cc(C(F)(F)F)c3c(=O)[nH]2)cc1	-27%	-29%	4%	2%	6%	0	-2%
CCOC(=O)c1sc(NC(=O)C(C)Sc2nc(N)cc(=O)[nH]2)nc1C (stereo not given)	6%	-20%	-11%	-5%	2%	26	0%
Nc1nc(SCC(=O)N2CCCCCC2)[nH]c(=O)c1NC(=O)c1ccco1	10%	-3%	28%	3%	3%	4	5%
C=C(C)Cn1c(SCC(=O)O)nnc1-c1ccc(C(C)(C)C)cc1	6%	-14%	1%	0%	0%	-19	0%
COCc1cc(C)nc(SCC(=O)Nc2nc(C)cs2)c1C#N	-11%	-14%	11%	-6%	0%	25	?
C=CCn1c(SCc2ccc(Cl)cc2)nc2cc(C(=O)N3CCC(C(N)=O)CC3)ccc2c1=O	1%	-10%	-1%	-3%	2%	?	-10%

Screens deposited in PubChem BioAssay by National Center for Advancing Translational Sciences (NCATS).
